# Bioassay records as filed in PubChem BioAssay.
# UTI89 phage lysis: inhibition of K1F phage lysis, E. coli UTI89, bacterial capsule biogenesis inhibitors, alamar blue (AID 488966); E. coli UTI89 K1F phage lysis, alamar blue, 2 h; higher % means a stronger effect; inhibition, % at 100 µM, or IC50 in µM where a hit was titrated; 340,000 compounds, 0.02% hits;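 active = phage lysis inhibition, versus mean bacterial control, above a set limit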;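 also: capsule biogenesis inhibitors block K1F phage lysis so surviving cells raise fluorescence; higher fluorescence means more inhibition of phage lysis; actives were called in the ten point dose series up to 300 µM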
# P. falciparum M17LAP: P. falciparum M17LAP inhibitors, primary screen, biochemical, fluorogenic H-Leu-NHMec substrate, 1536-well (AID 1619) | Leucine aminopeptidase (Plasmodium falciparum (isolate 3D7)) | recombinant M17LAP, H-Leu-NHMec fluorogenic kinetic assay; higher % means a stronger effect | inhibition, % at 30 µM; hits with a dose series show IC50 in µM | 220,000 compounds, 0.38% hits;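 active = compound inhibiting the enzyme by more than half at any dose during confirmatory dose-response retesting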;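 also: plate controls were full reaction with DMSO carrier for no effect and no enzyme background for full effect; strong numbers were not always called active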
# PMI inhibition: human PMI inhibitors, high substrate, primary screen, biochemical, fluorescence intensity, high mannose 6-phosphate (AID 1220) | Mannose-6-phosphate isomerase (Homo sapiens) | recombinant PMI enzyme, coupled fluorescence intensity; higher % means a stronger effect | one-dose inhibition, % at 20 µM; IC50 in µM for titrated hits | 190,000 compounds, 0.66% hits
# XIAP antagonists: XIAP antagonists, biochemical, IAP family, fluorescence polarization (AID 1018). E3 ubiquitin-protein ligase XIAP (Homo sapiens). one-dose displacement, % at 20 µM; IC50 in µM for titrated hits. XIAP BIR domain, fluorescence polarization peptide displacement; higher % means a stronger effect. 200,000 compounds, 0.007% hits; in the data active = displacement above about 50%; also: a part of the inactive calls stands beside numbers as strong as those of hits
# P. falciparum M1AAP: P. falciparum M1AAP inhibitors, biochemical, fluorogenic H-Leu-NHMec substrate, 1536-well (AID 1445) | recombinant M1AAP, H-Leu-NHMec fluorogenic kinetic assay; higher % means a stronger effect | inhibition, % at 30 µM; hits with a dose series show IC50 in µM | Aminopeptidase N (Plasmodium falciparum (isolate 3D7)) | 220,000 compounds, 0.42% hits;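 active = primary inhibition above the hit cutoff, then over 50% inhibition at one or more dose response concentrations, cut at about 23% in these data, passing the limit was not always enough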;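 also: plate controls were DMSO full reaction for no effect and no enzyme background for full effect; strong numbers were not always called active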
# SIAH1 antagonists: Siah-1 peptide-binding antagonists, primary screen, biochemical, fluorescence polarization, rhodamine-plectin, uHTS (AID 1817); E3 ubiquitin-protein ligase SIAH1 (Homo sapiens); Siah-1 / rhodamine-plectin peptide fluorescence polarization; higher % means a stronger effect; one-dose displacement, % at 20 µM; IC50 in µM for titrated hits; 290,000 compounds, 0.02% hits;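 active = displacement of at least 50% at 20 µM, with a fluorescence ratio check between 0.3 and a set limit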;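 also: plate controls were Siah plus tracer with DMSO for no effect and tracer alone without Siah for full effect; strong numbers were not always called active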
# Lipid droplet: inhibitors of hepatocyte lipid droplet formation, primary screen, imaging, high-throughput imaging, BODIPY stain | 240,000 compounds, 0.4% hits | AML12 mouse hepatocytes, oleate lipid droplets | AID 1656, 2009 | inhibition, % at 6.5 µM;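 active = lipid droplet intensity inhibited by at least 50%, with more than 500 cells counted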
#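 Material – AML12 mouse liver cells · Also added – oleate loading, 100 µM · Compound dosing – 6.5 µM single-point dosing · Times – overnight treatment with compound plus oleate · Measured by – fluorescence imaging, 20x objective, two fields per well · Read-out – percent inhibition of filter-corrected integrated lipid droplet intensity per well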
# TNAP activators: human TNAP enzyme activators, primary screen, biochemical, luminescent, no phosphate acceptor, uHTS (AID 1001). Alkaline phosphatase, tissue-nonspecific isozyme (Homo sapiens). activation fold at 20 µM; hits with a dose series show EC50 in µM. 200,000 compounds, 0.03% hits. purified TNAP, luminescent activation assay, no phosphate acceptor; higher activation fold means a stronger effect; in the data active = activation fold from about 3, or a potency from the dose series; inactive = the rest, 99 in 100 with activation fold below about 1.6; also: many of its hits are not listed in these tables
# PMI inhibitors: inhibitors of human PMI, primary screen, biochemical, fluorescence intensity, coupled assay (AID 1209); Mannose-6-phosphate isomerase (Homo sapiens); inhibition, % at 20 µM; hits with a dose series show IC50 in µM; purified PMI enzyme, coupled fluorescence intensity; higher % means a stronger effect; 190,000 compounds, 0.42% hits;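 also: plate controls were DMSO vehicle for no effect and wells lacking substrate for full effect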
# Lipid droplet cells 6.5 µM: further read-out of Lipid droplet, marked with its call; cell count; measured here: cell count, cytotoxicity flag;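 cells counted across two imaged fields per well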
# * = called active by the depositor; i = inactive; . = not tested or not shown; [ ] = remark or other dose. Rule as the data show it, unless noted: active = inhibition above about 50%; inactive = the rest.
SMILES,UTI89 phage lysis,P. falciparum M17LAP,PMI inhibition,XIAP antagonists,P. falciparum M1AAP,SIAH1 antagonists,Lipid droplet,Lipid droplet cells 6.5 µM,TNAP activators,PMI inhibitors
CCCN(CCC)C(=S)NC1CC2C=CC1C2 (stereo not given),-0.8%,-9%,.,.,6%,4%,2,749,.,.
O=C(NCC(=O)N(CC1CCCO1)C(C(=O)NC1CCCC1)c1cccnc1)c1ccco1 (stereo not given),-3.2%,-5%,2%,0.5%,9%,2%,.,.,1.2,-7%
Cc1ccc(CNc2ncnc3c2cnn3-c2ccccc2)cc1,-0.1%,-2%,-14%,-3.1%,-1%,-3%,.,.,1.1,-2%
CC(C)Cn1c2c(c(O)c(C(=O)Nc3ccc(F)cc3)c1=O)CCCC2,0.3%,1%,1%,0.5%,1%,0%,.,.,1.1,4%
CCCc1ccc(OCCNC(=O)C2CCCCC2)cc1,0.3%,-3%,-8%,-4.2%,1%,-2%,12,682,1.1,2%
CCc1ccc(NC(=O)c2cc(-c3ccco3)on2)cc1,i,8%,-3%,-6.6%,1%,-1%,7,706,1,-13%
Brc1ccc(CN2CCSCC2)cc1,1.2%,-13%,-6%,-3.0%,-8%,7%,8,714,1.2,1%
Cc1nn(Cc2ccccc2Cl)c2sc(C(=O)Nc3nccs3)cc12,2.5%[50 µM],3%,-4%,1.8%,0%,2%,-6,612,1.1,-2%
O=C(NCc1ccc2c(c1)OCO2)c1cc(S(=O)(=O)N2CCCCC2)ccc1F,3.8%,16%,1%,-2.1%,-1%,0%,7,693,1.1,4%
CN1C2C=C3C(C#N)=C(N)C(C#N)(C#N)[C@@H](c4ccc(Cl)cc4)[C@@H]3C1CC2 (stereo not given in full),1.3%,-23%,29%,-1.6%,1%,-3%,.,.,1,9%
CC(C)c1ccc(-c2nn[nH]n2)cc1,0.0%,-7%,-14%,-2.8%,-1%,0%,.,.,1.1,-12%
Oc1c(CN2CCN(c3ccccn3)CC2)cc(Cl)c2cccnc12,3.2%,-2%,.,-3.5%,-6%,-14%,-15,672,1.2,.
FC(F)(F)c1nc2ccccc2n2c(-c3c(Cl)cccc3Cl)nnc12,-0.2%,-3%,2%,-3.5%,5%,0%,.,.,1,8%
O=C(Nc1cccc(Cl)c1)c1ccc(F)c(S(=O)(=O)NCc2cccs2)c1,2.8%,15%,17%,-4.2%,1%,2%,16,594,1,26%
COc1cccc(C2=NOC(C(=O)NCCCn3ccnc3)C2)c1 (stereo not given),0.2%,7%,-9%,-2.1%,3%,-4%,-4,672,0.9,-5%
O=C(NC1CCCCC1)C(c1ccc(F)cc1)N(C(=O)c1cccs1)c1ccc2c(c1)OCO2 (stereo not given),2.4%,-11%,-11%,-3.0%,-4%,0%,.,.,1.1,-18%
O=C(COC(=O)c1cc(-c2cccc(Br)c2)nc2ccccc12)NCC1CCCO1 (stereo not given),6.3%,3%,8%,-4.0%,5%,-4%,5,687,1,0%
N#CCCCSC1=C(C#N)C(c2ccccc2Cl)CC(=O)N1 (stereo not given),0.5%,1%,23%,1.3%,3%,3%,.,.,1.1,-2%
Cc1cc(Nc2cccc([N+](=O)[O-])c2)n2c(nc3ccccc32)c1C#N,1.3%,10%,10%,-0.5%,2%,2%,-16,575,1.1,12%
CC(=O)N1CCN(S(=O)(=O)c2cccc(C(=O)Nc3nc4c(s3)CCCC4)c2)CC1,-0.5%,-1%,-12%,-0.8%,3%,-2%,21,726,1.2,2%

# Three compounds already listed, ordered by molecular weight, rising:
SMILES,UTI89 phage lysis,P. falciparum M17LAP,PMI inhibition,XIAP antagonists,P. falciparum M1AAP,SIAH1 antagonists,Lipid droplet,Lipid droplet cells 6.5 µM,TNAP activators,PMI inhibitors
O=C(NCc1ccc2c(c1)OCO2)c1cc(S(=O)(=O)N2CCCCC2)ccc1F,3.8%,16%,1%,-2.1%,-1%,0%,7,693,1.1,4%
O=C(Nc1cccc(Cl)c1)c1ccc(F)c(S(=O)(=O)NCc2cccs2)c1,2.8%,15%,17%,-4.2%,1%,2%,16,594,1,26%
O=C(NC1CCCCC1)C(c1ccc(F)cc1)N(C(=O)c1cccs1)c1ccc2c(c1)OCO2 (stereo not given),2.4%,-11%,-11%,-3.0%,-4%,0%,.,.,1.1,-18%

# Additional compounds:
SMILES,UTI89 phage lysis,P. falciparum M17LAP,PMI inhibition,XIAP antagonists,P. falciparum M1AAP,SIAH1 antagonists,Lipid droplet,Lipid droplet cells 6.5 µM,TNAP activators,PMI inhibitors
COc1ccc(Oc2coc3cc(OC(=O)/C=C/c4ccc(F)cc4)ccc3c2=O)cc1,-0.2%,12%,-6%,-3.1%,4%,10%,-12,711,1.1,2%
CCOc1ccc(NC(=O)c2cccc(-n3cnnn3)c2)cc1,0.6%,-8%,-5%,-2.9%,-5%,3%,.,.,1,-9%
O=[N+]([O-])c1ccc(-c2nc(-c3ccncc3)no2)cc1,-0.1%,4%,.,.,7%,2%,-2,709,.,.
CCCCC(=O)Nc1cccc(NC(=S)NC(=O)Cc2ccccc2)c1,4.2%,14%,7%,-3.5%,6%,5%,0,675,1.1,16%
COc1ccc(OC)c(C(=O)c2ccc(C(=O)Nc3ccccc3)cc2)c1,7.5%,4%,5%,1.1%,-1%,-1%,-5,657,1.1,10%
COc1cc(/C=N/NC(=O)c2ccc3nc[nH]c3c2)ccc1O,0.1%,4%,.,.,12%,-4%,-16,702,.,.
Cc1ccc(C)c(N2CCN(C(=O)Cc3ccc(-n4c(=O)[nH]c5ccsc5c4=O)cc3)CC2)c1,1.5%,3%,-5%,-4.9%,9%,-10%,-9,618,1.1,8%
O=C(O)c1sc2cccc(Cl)c2c1Cl,-0.6%,20%,.,-1.7%,6%,-8%,-6,613,1,.
COC(=O)c1ccc(SC)cn1,0.2%,-3%,0%,2.2%,4%,4%,.,.,1.1,-5%
O=C(CN1C(=O)C2(OCCCO2)c2ccccc21)NCCc1ccccc1,2.8%,0%,-2%,-2.2%,-6%,0%,-4,711,1.1,2%
Cc1ccc(C)c(CSc2ccc3nnc(-c4ccccn4)n3n2)c1,-0.1%,6%,-6%,-5.1%,1%,4%,-4,713,1.1,-6%
N#CC(C(N)=O)=C1CCCCC1,.,-1%,.,.,2%,-2%,-3,683,.,.
CC1CCCCC1NC(=S)Nc1cccc(S(=O)(=O)N(C)C)c1 (stereo not given),-0.1%,-1%,8%,-4.2%,-1%,2%,-8,732,1.2,10%
O=C(Cn1c(CSc2ccccc2)nc2ccccc21)Nc1ccccc1,.,-7%,4%,-2.1%,11%,2%,.,.,1.3,6%
COc1cccc(C(=O)NCC(=O)OCC(=O)Nc2cc(OC)c([N+](=O)[O-])cc2C)c1,1.8%,-1%,20%,-5.0%,5%,9%,5,712,1.1,16%
O=C(CCn1cccc(C(F)(F)F)c1=O)Nc1cccc(C(F)(F)F)c1,.,2%,.,.,3%,4%,-5,632,.,.
COc1cc(C(c2c(C)[nH][nH]c2=O)c2c(C)[nH][nH]c2=O)cc(OC)c1OC,0.1%,-7%,42%,-1.0%,2%,-1%,-28,695,1.1,21%
COc1ccc2c(c1)[n+](=O)c(C(C)=O)c(C)n2[O-],4.0%,-12%,9%,-3.9%,2%,0%,.,.,1,10%
CC1CCN(CCOc2ccc(OCc3ccccc3)cc2)CC1,1.5%[50 µM],18%,-11%,-6.5%,5%,2%,-1,701,1,-10%
O=C(N/N=C\c1cccs1)c1sccc1-n1cccc1,-0.1%,-3%,-8%,-2.3%,16%,-5%,0,693,1.2,-4%

# Record cards (already shown):
# Listed for CC(=O)N1CCN(S(=O)(=O)c2cccc(C(=O)Nc3nc4c(s3)CCCC4)c2)CC1 = UTI89 phage lysis = -0.5%; P. falciparum M17LAP = -1%; PMI inhibition = -12%; XIAP antagonists = -0.8%; P. falciparum M1AAP = 3%; SIAH1 antagonists = -2%; Lipid droplet = 21; Lipid droplet cells 6.5 µM = 726; TNAP activators = 1.2; PMI inhibitors = 2%
# Listed for Brc1ccc(CN2CCSCC2)cc1 = UTI89 phage lysis = 1.2%; P. falciparum M17LAP = -13%; PMI inhibition = -6%; XIAP antagonists = -3.0%; P. falciparum M1AAP = -8%; SIAH1 antagonists = 7%; Lipid droplet = 8; Lipid droplet cells 6.5 µM = 714; TNAP activators = 1.2; PMI inhibitors = 1%

# Remaining list, next part:
SMILES,UTI89 phage lysis,P. falciparum M17LAP,PMI inhibition,XIAP antagonists,P. falciparum M1AAP,SIAH1 antagonists,Lipid droplet,Lipid droplet cells 6.5 µM,TNAP activators,PMI inhibitors
CC(C)(C)Cc1nnc(NC(=O)Cc2cccs2)s1,.,6%,-2%,-12%,5%,6%,-8,630,1.1,-17%
CC1(C)C2CC=C(/C=N/NC(=O)c3ccccc3O)C1C2 (stereo not given),0.0%,16%,-3%,-3.0%,7%,3%,-9,600,1.1,-13%
Cc1ccc(NC(=O)c2oc3c(c2C)C(=O)CC(C)(C)C3)cc1,0.7%,11%,-2%,-0.4%,1%,0%,3,801,1.1,6%
Cc1ccc(N=Cc2c(O)ccc3ccccc23)cc1F,-1.7%,5%,52%*,-6.3%,11%,-9%,-6,674,0.8,26%
CCOC(=O)C1CN(S(=O)(=O)c2ccc(Cl)cc2)c2cc(S(=O)(=O)CC)ccc2O1 (stereo not given),.,-7%,6%,-6.7%,2%,7%,-7,650,1.1,5%
CCOC(=O)c1ccc(NC(=O)CSc2nc3ncccc3[nH]2)cc1,3.2%[50 µM],15%,6%,-7.7%,15%,6%,7,623,1.3,3%
COc1ccc(C(=O)Nc2c(Cl)cc(Cl)cc2C(=O)N2CCOCC2)cc1,0.2%,-4%,10%,-5.9%,6%,4%,-3,681,1.1,11%
O=C(COC(=O)/C=C/c1cn(-c2ccccc2)nc1-c1ccc2c(c1)OCCO2)NC1CCS(=O)(=O)C1 (stereo not given),0.1%,3%,.,.,9%,-2%,0,734,.,.
COc1ccc(S(=O)(=O)NCc2ccccn2)cc1Cl,0.2%,-8%,8%,-4.7%,-3%,0%,-8,621,1,9%
CCCCSc1nn[nH]n1,2.5%,4%,8%,-5.2%,-2%,8%,.,.,1.1,0%
O=C(O)C1CCN(C(=O)c2ccccc2C(=O)N2CCC(C(=O)O)CC2)CC1,5.2%,-1%,-7%,6.5%,3%,-2%,15,820,1.2,1%

# Results in Lipid droplet, SIAH1 antagonists and P. falciparum M17LAP, for some of the entries so far:
compound,Lipid droplet,SIAH1 antagonists,P. falciparum M17LAP
CCCCSc1nn[nH]n1,.,8%,4%
CCOC(=O)c1ccc(NC(=O)CSc2nc3ncccc3[nH]2)cc1,7,6%,15%
